Compound activity from PubChem.
RGS8-Gao reg = RGS8-Galphao binding modulators, primary screen, biochemical, multiplexed bead flow cytometry; Guanine nucleotide-binding protein G(o) subunit alpha (Homo sapiens), P09471; actives lie on both sides; response (percent of control binding), % at 10 µM; 0.34% of 220,000 active; in the data active means response below about 60% or above about 140%; inactive means in between;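 further: Galphao activated as the GDP aluminium fluoride complex binding bead-coupled RGS8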
Target sequence (P09471 whole entry, looked up): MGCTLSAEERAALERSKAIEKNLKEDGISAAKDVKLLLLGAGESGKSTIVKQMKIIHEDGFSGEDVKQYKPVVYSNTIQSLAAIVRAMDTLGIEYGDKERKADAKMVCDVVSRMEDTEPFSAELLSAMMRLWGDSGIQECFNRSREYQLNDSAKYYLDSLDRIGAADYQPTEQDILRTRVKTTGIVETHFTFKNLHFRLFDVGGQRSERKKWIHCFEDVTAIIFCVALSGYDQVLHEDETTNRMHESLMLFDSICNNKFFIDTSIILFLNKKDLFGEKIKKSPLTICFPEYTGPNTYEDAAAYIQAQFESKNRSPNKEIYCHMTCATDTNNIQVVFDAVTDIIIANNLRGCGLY
RGS4-Gao reg = modulators of RGS4 binding to Galphao, primary screen, biochemical, multiplexed bead flow cytometry. actives lie on both sides. binding response (% of control), % at 10 µM. 0.33% of 220,000 active; in the data active means binding response below about 49% or above about 150%; inactive means in between;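 further: fluorescent Galphao activated with aluminum fluoride binding bead-coupled RGS4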
RGS7-Gao = RGS7-Galphao binding modulators, primary screen, biochemical, multiplexed bead flow cytometry; Guanine nucleotide-binding protein G(o) subunit alpha (Homo sapiens), P09471; actives lie on both sides; binding response (% of control), % at 10 µM; 0.35% of 220,000 active; AID 1439, 2008; in the data active means binding response below about 49% or above about 150%; inconclusive means no clear call, values can overlap the other calls; inactive means in between;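 further: fluorescent Galphao held in activated GDP-AlF4 state binding bead-coupled RGS7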
An asterisk follows results filed as active; ? = inconclusive. These rows are one share of the data, so the mix of outcomes need not match the whole.

SMILES | RGS8-Gao reg | RGS4-Gao reg | RGS7-Gao
Cc1cc(C)c(-n2c(O)c(/C=N/NC(=O)c3ccncc3)c(=O)[nH]c2=O)c(C)c1 | 97 | 94 | ?
CC(=O)CC(c1ccccc1[N+](=O)[O-])c1c(O)c2ccccc2oc1=O (stereo unspecified) | 99 | 96 | ?
C=CCn1c(O)c(C(CC)=Nc2ccc(C(=O)O)cc2)c(=O)[nH]c1=O | 101 | 101 | ?
CCCCC(=O)N/N=C/c1c(O)n(-c2ccccc2)c(=O)[nH]c1=O | 99 | 96 | ?
C=CCn1c(O)c(C(C)=NC(C)c2ccccc2)c(=O)[nH]c1=O (stereo unspecified) | 96 | 100 | ?
C=C(COC(=O)CCC(=O)O)CC1CC(O)[C@]2(C)OC3CC4OC5C[C@]6(C)O[C@]7(C)CCC8OC9C[C@]%10(C)OC%11C(C)=CC(=O)OC%11CC%10OC9C[C@@H](C)C8OC7CC6O[C@]5(C)C/C=C\C4OC3CC2O1 (stereo partly specified) | 101 | 100 | ?
C=CCSc1nc2c(c(-c3ccsc3)c1C#N)CN(C)CC2 | 100 | 105 | ?
CCCNC1=C(C)C(=O)C2=C(C1=O)C(COC(N)=O)[C@]1(OC)C3NC3CN21 (stereo partly specified) | 97 | 98 | ?
CN(C)CC1Oc2ccccc2OC1(O)c1ccccc1 (stereo unspecified) | 102 | 102 | ?
Cc1cc(C=C2C(=O)N(C)C(=S)N(C)C2=O)c(C)n1-c1ccncc1 | 90 | 97 | ?
CC(Cc1ccccc1)NC(N)=O (stereo unspecified) | 102 | 103 | ?
CCOC(=O)C(O)(c1ccc(N=c2ccccn2C)cc1)C(F)(F)F (stereo unspecified) | 100 | 100 | ?
Cn1cccc1/C=C1/C(=O)NC(=O)N(C(C)(C)C)C1=O | 101 | 103 | ?
CN(C)c1ccc(/C=C/C=C/c2sc3ccccc3[n+]2C)cc1 | 99 | 102 | ?
O=c1[nH]c(=S)n(CCC2=CCCCC2)c(O)c1/C=N/Nc1ccccc1 | 101 | 104 | ?
COCCNC(=O)CN1C(=O)CN=C(c2ccccc2)c2ccccc21 | 103 | 102 | ?
C(=N\NC1=NCCCCC1)/c1c[nH]c2ccccc12 | 95 | 92 | ?
O=C1NC(=O)N(c2ccc(Cl)cc2)C(=O)/C1=C/c1coc2ccc(O)cc2c1=O | 91 | 98 | ?
CCn1c(O)c(/C=N/NC(=O)c2ccccc2)c(=O)n(CC)c1=S | 100 | 100 | ?
COC(=O)C1=COC(C)C2CN3CCC4(C(=O)Nc5ccccc54)C3CC12 (stereo unspecified) | 99 | 99 | ?

The final 4 compounds of the section above open the next one:
SMILES | RGS8-Gao reg | RGS4-Gao reg | RGS7-Gao
C(=N\NC1=NCCCCC1)/c1c[nH]c2ccccc12 | 95 | 92 | ?
O=C1NC(=O)N(c2ccc(Cl)cc2)C(=O)/C1=C/c1coc2ccc(O)cc2c1=O | 91 | 98 | ?
CCn1c(O)c(/C=N/NC(=O)c2ccccc2)c(=O)n(CC)c1=S | 100 | 100 | ?
COC(=O)C1=COC(C)C2CN3CCC4(C(=O)Nc5ccccc54)C3CC12 (stereo unspecified) | 99 | 99 | ?
CC(=O)N1N=C2C3CCN(CC3)C2C1c1ccc(Br)cc1 (stereo unspecified) | 101 | 100 | ?
CC12CCC3C(CC=C4CC(O)CCC43C)C1C/C(=C\N1CCCC1)C2=O (stereo unspecified) | 96 | 97 | ?
O=C(Nc1ccccc1F)OC1CN2CCC1CC2 (stereo unspecified) | 103 | 98 | ?
CC(C)CN1CCN(Cc2ccc(F)cc2Cl)CC1CCO (stereo unspecified) | 105 | 112 | ?
O=C1NC(=O)N(CCC2=CCCCC2)C(=O)/C1=C/c1cccs1 | 97 | 95 | ?
Cc1cc(NC(=O)C(Cl)(Cl)Cl)no1 | 97 | 104 | ?
O=c1[nH]c(=S)n(-c2ccc(Cl)cc2)c(O)c1/C=N/N1CCOCC1 | 96 | 91 | ?
O=C(Nc1cccc(Br)c1)c1c(O)c2c(n(Cc3ccccc3)c1=O)CCCC2 | 99 | 93 | ?
N#CC(C#N)=NNc1ccc(S(N)(=O)=O)cc1 | 104 | 100 | ?
CN1CCN(c2ccc([N+](=O)[O-])c3no[n+]([O-])c23)CC1 | 103 | 106 | ?
O=c1[nH]c(CN2CC=C(c3ccccc3)CC2)nc2scc(-c3ccccc3)c12 | 101 | 97 | ?
CCOP(=O)(OCC)c1cc(C)c(O)c(C(C)(C)C)c1 | 100 | 103 | ?
CN(c1ccc(OCC(=O)N2CCN(C/C=C/c3ccccc3)CC2)cc1)S(=O)(=O)c1cccs1 | 103 | 107 | ?
Cc1cc(C)n(-c2ccc(NN=C(C#N)C#N)cc2)n1 | 105 | 109 | ?
O=C1NC(=S)NC(=O)C1=Cc1ccc2c(c1)CCN2CCCCl | 73 | 94 | ?
CCOC(=O)C1=Nc2ccccc2/C1=C\c1c(O)n(C)c(=O)n(C)c1=O | 99 | 96 | ?
NC1C2CN3CCN(C2)CC1(c1ccccc1)C3 (stereo unspecified) | 98 | 99 | ?
COc1ccc(CCn2c(O)c(/C=N/N3CCOCC3)c(=O)[nH]c2=O)cc1OC | 98 | 97 | ?
C/C(=N\N1CCCCCC1)c1c(O)n(C2CCCCC2)c(=O)[nH]c1=O | 105 | 107 | ?
C=C(C)CSc1nnc([C@@H](N)Cc2ccccc2)o1 | 98 | 98 | ?

The final 5 records of the part above open the next one:
SMILES | RGS8-Gao reg | RGS4-Gao reg | RGS7-Gao
CCOC(=O)C1=Nc2ccccc2/C1=C\c1c(O)n(C)c(=O)n(C)c1=O | 99 | 96 | ?
NC1C2CN3CCN(C2)CC1(c1ccccc1)C3 (stereo unspecified) | 98 | 99 | ?
COc1ccc(CCn2c(O)c(/C=N/N3CCOCC3)c(=O)[nH]c2=O)cc1OC | 98 | 97 | ?
C/C(=N\N1CCCCCC1)c1c(O)n(C2CCCCC2)c(=O)[nH]c1=O | 105 | 107 | ?
C=C(C)CSc1nnc([C@@H](N)Cc2ccccc2)o1 | 98 | 98 | ?
COc1ccc(-n2c(-c3ccccc3)nc3ccccc3c2=O)cc1 | 96 | 101 | ?
COC(=O)[C@]12OC[C@]34C([C@@H](O)[C@@H]1O)[C@]1(C)CC(=O)C(O)=C(C)[C@@H]1C[C@H]3OC(=O)[C@H](O)[C@@H]24 (stereo partly specified) | 103 | 102 | ?
CC/C(=N\NC(=O)c1ccccc1O)c1c(O)n(Cc2ccccc2)c(=O)[nH]c1=O | 98 | 96 | ?
CCCCCCNC(=O)N[C@@H](Cc1ccc(O)cc1)C(=O)NCCC[C@H]1CN2C(=NC[C@H]2C)N1CC1CCC1 | 81 | 76 | ?
CCC1(C(=O)c2ccccc2)C2c3ccccc3OC(=O)C21C(C)=O (stereo unspecified) | 98 | 97 | ?
Cc1ccsc1C(=O)C1CCCN(Cc2cnc(N)nc2)C1 (stereo unspecified) | 102 | 102 | ?
CCCCCCn1c(O)c(C=Nc2ccccc2N2CCOCC2)c(=O)[nH]c1=S | 105 | 106 | ?
Clc1cccc(C2NCc3ccccc3-n3cccc32)c1 (stereo unspecified) | 102 | 102 | ?
CC(C)n1c(O)c(C=NCc2cccnc2)c(=O)[nH]c1=S | 99 | 100 | ?
COc1ccc(-n2c(-c3ccc(C)cc3)nc3ccccc3c2=O)cc1 | 102 | 102 | ?
CNCCc1ccc(OC)c(OC)c1 | 103 | 107 | ?
CC(=O)N1N=C(c2cccnc2)OC1c1ccccc1Cl (stereo unspecified) | 96 | 93 | ?
COc1cc2c(cc1OC)C(c1c(O)n(CCc3ccccc3)c(=S)[nH]c1=O)NCC2 (stereo unspecified) | 101 | 103 | ?
c1cc2c(cc1[C@H]1OC[C@H]3[C@@H]1CO[C@@H]3c1ccc3c(c1)OCO3)OCO2 | 101 | 105 | ?
CCC(=NCCN1CCOCC1)c1c(O)n(C2CCCCC2)c(=O)[nH]c1=O | 100 | 102 | ?
COP(=O)(NC(=O)C(Cl)(Cl)Cl)OC | 107 | 116 | ?
CC12CC[C@H]3[C@@H](CCC4(O)C[C@H](O)CCC34/C=N/NC(=O)c3ccccc3F)C1(O)CCC2C1=CC(=O)OC1 (stereo partly specified) | 99 | 99 | ?
COC(=O)c1ccc(N=C(c2ccccc2)c2c(O)n(C)c(=O)n(C)c2=O)cc1 | 104 | 101 | ?
O=C1NC(=O)N(c2ccccc2)C(=O)/C1=C\c1ccc([N+](=O)[O-])s1 | 89 | 92 | ?
CCN1CCN(c2nc([N+](=O)[O-])nn2C)CC1 | 103 | 107 | ?
O=C(COc1ccc(Cl)cc1)N(c1ccc(Cl)cc1)C1CN2CCC1CC2 (stereo unspecified) | 103 | 100 | ?
O=P1(NCCCn2cc[n+](Cc3nc4ccccc4[nH]3)c2)C=C(c2ccccc2)OC(c2ccccc2)=C1 | 98 | 100 | ?
COc1ccc(/C=C/C(=O)c2c(O)n(CCC3=CCCCC3)c(=O)[nH]c2=O)cc1OC | 99 | 97 | ?
O=C(N/N=C/c1c(O)n(-c2cccc3ccccc23)c(=O)[nH]c1=O)c1ccncc1 | 100 | 100 | ?
CC(=O)Nc1ccc([As](=O)(O)c2ccc([N+](=O)[O-])cc2)cc1 | 91 | 88 | ?
COCc1cc(OC(=O)N(C)C)nc(-c2ccc(C)c(Cl)c2)n1 | 100 | 99 | ?
O=C1Nc2ccccc2C1Cc1nc2ccccc2c(=O)n1-c1ccccc1 (stereo unspecified) | 102 | 96 | ?
CC(=NCCc1ccccc1)c1c(O)[nH]c(=O)[nH]c1=O | 101 | 103 | ?
CC(C)c1ccc(-n2c(O)c(/C=N/NC(=O)c3ccccc3O)c(=O)[nH]c2=S)cc1 | 103 | 92 | ?
C/C=C1/CN2C3CC1C(CO)(C(=O)OC)C2Cc1c3n(C)c2ccccc12 (stereo unspecified) | 99 | 93 | ?
Cc1nc2ccccc2c(=O)n1-c1ccc(Br)cn1 | 102 | 100 | ?
CN1CCN2c3ccccc3CC3(C(=O)N(C)C(=O)N(C)C3=O)C2C1 (stereo unspecified) | 100 | 98 | ?
C/C(=N\N=C(N)N)c1ccccc1 | 102 | 105 | ?
CC12CN3CCN(C1)CC(C)(C3)C2=NN | 100 | 94 | ?
CCOP(=O)(OCC)C(O)c1ccc2c(c1)OCO2 (stereo unspecified) | 100 | 91 | ?
CCOc1ccc(-c2c(C)n(-c3ccc(OCC)cc3)c3[n+]2CCCCC3)cc1 | 101 | 97 | ?
OCC[n+]1c2ccccc2nc2ccc(N3CCOCC3)cc21 | 96 | 79 | ?
C=CCn1c(O)c(C(C)=NCCCN(C)C)c(=O)[nH]c1=O | 98 | 100 | ?
CCCC12CN3CCN(C1)CC(CCC)(C3)C2=O | 100 | 99 | ?
CCCCCCC(=O)N/N=C/c1c(O)n(C(C)CC)c(=S)[nH]c1=O (stereo unspecified) | 96 | 106 | ?
CCOP(=O)(OCC)C(O)c1ccccc1 (stereo unspecified) | 104 | 108 | ?
CCCCC(=O)N/N=C/c1c(O)n(CCCC)c(=S)[nH]c1=O | 100 | 98 | ?
Cc1cc([N+](=O)[O-])c2ccccc2[n+]1[O-] | 97 | 86 | ?
CCC(=O)OC1(Cc2ccc(CC)cc2)CC(C)N(C)CC1C (stereo unspecified) | 98 | 98 | ?
COc1cccc(N=Nc2c(O)[nH]c(=S)[nH]c2=O)c1 | 101 | 105 | ?
Cc1ccc(-n2c(C)nc3ccccc3c2=O)c(C)c1 | 100 | 103 | ?
COc1ccc(CN2C(=O)NC(=O)/C(=C/c3cc(OC)c(OC)c(OC)c3)C2=O)cc1 | 87 | 91 | ?
O=C(Nc1ccc(F)cc1)OC1CN2CCC1CC2 (stereo unspecified) | 103 | 104 | ?
O=c1[nH]c(O)c(C=Nc2ccccc2Sc2ccccc2)c(=O)[nH]1 | 98 | 98 | ?
C=CCn1c(O)c(C(C)=NCCN2CCN(C(=S)NC)CC2)c(=O)[nH]c1=O | 100 | 99 | ?
O=C1NC(=O)C(=Cc2csc3ccccc23)C(=O)N1 | 92 | 91 | ?
Nc1nnc(P(c2ccccc2)c2ccccc2)s1 | 104 | 106 | ?
COc1ccc(-n2c(O)c(C(C)=NCc3ccc4c(c3)OCO4)c(=O)[nH]c2=O)cc1 | 104 | 101 | ?
CC/C(=N\N1CCCCC1)c1c(O)[nH]c(=O)[nH]c1=O | 101 | 101 | ?
O=c1[nH]c(=S)n(C2CC2)c(O)c1C=NCc1cccnc1 | 97 | 93 | ?
Cn1c(O)c(C=NCCN2CCN(C(=O)Nc3ccccc3)CC2)c(=O)n(C)c1=O | 102 | 98 | ?
C=C1C(=O)O[C@@H]2C[C@@H](C)[C@@H]3C=CC(=O)[C@@]3(C)[C@@H](OC(=O)CC(=O)O[C@H]3[C@@H]4C(=C)C(=O)O[C@@H]4C[C@@H](C)[C@@H]4C=CC(=O)[C@]43C)[C@H]12 | 86 | 96 | ?
Cc1ccc(/C=C2\C(=O)NC(=O)N(CC3CCCO3)C2=O)s1 (stereo unspecified) | 100 | 103 | ?
CNC(C(=O)c1ccccc1)C(OC)c1cccc([N+](=O)[O-])c1 (stereo unspecified) | 100 | 101 | ?
CCC[N+]12CCC(CC1)C(C(O)(c1ccccc1)c1ccccc1)C2 (stereo unspecified) | 100 | 98 | ?
C=CCn1c(O)c(C(C)=Nc2cccc(C(=O)O)c2)c(=O)[nH]c1=O | 102 | 102 | ?
